High-throughput results (PubChem)
CHRM1 antagonist: human CHRM1 antagonism. AID 588852. P11229. 1.3% of 360,000 active. inhibition, % at 3 µM. CHO-K1 hM1, Fluo-8 calcium fluorescence, ACh EC80 antagonist;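 active = percent inhibition above its own plate's cutoff, namely the mean of that plate's compound wells plus 3 SD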;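 also: peak over basal fluorescence ratio during 140 s after agonist addition; 0% = ACh EC80 plus DMSO and 100% = DMSO alone without agonist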
CHRM4 antagonist: CHRM4 antagonism in calcium assay; CHO-hM4 cells, ACh EC80, Fluo-8 calcium fluorescence; inhibition, % at 3 µM; P08173; AID 624125; 0.73% of 360,000 active;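 active = inhibition above its plate's cutoff, the mean inhibition of sample wells plus 3 SD, cut at about 27% in these data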;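 also: 0% = acetylcholine EC80 with DMSO and 100% = DMSO without agonist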
Target sequence (P08173 whole entry, looked up): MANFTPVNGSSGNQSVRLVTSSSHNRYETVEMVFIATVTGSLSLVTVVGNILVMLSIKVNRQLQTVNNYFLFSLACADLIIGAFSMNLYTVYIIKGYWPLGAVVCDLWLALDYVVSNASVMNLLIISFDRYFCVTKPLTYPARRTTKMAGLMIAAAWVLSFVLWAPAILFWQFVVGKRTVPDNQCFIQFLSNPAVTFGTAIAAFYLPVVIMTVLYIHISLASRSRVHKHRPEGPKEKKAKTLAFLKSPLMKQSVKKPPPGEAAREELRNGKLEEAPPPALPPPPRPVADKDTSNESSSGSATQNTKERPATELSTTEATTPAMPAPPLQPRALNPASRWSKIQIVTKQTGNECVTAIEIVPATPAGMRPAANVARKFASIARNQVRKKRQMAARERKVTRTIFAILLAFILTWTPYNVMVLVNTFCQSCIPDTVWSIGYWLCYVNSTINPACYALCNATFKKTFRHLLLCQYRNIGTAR
M5 antag: blocks acetylcholine activation of human M5 receptor; P08912; CHO-hM5 cells, Fluo-8 calcium fluorescence, ACh EC80; inhibition, % at 3 µM; 0.59% of 360,000 active; AID 624040;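 active = inhibition above a per-plate cutoff, the mean of that plate's test compounds plus 3 SD, cut at about 27% in these data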;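 also: 0% = acetylcholine EC80 with DMSO and 100% = DMSO without agonist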
Target sequence (P08912 whole entry, looked up): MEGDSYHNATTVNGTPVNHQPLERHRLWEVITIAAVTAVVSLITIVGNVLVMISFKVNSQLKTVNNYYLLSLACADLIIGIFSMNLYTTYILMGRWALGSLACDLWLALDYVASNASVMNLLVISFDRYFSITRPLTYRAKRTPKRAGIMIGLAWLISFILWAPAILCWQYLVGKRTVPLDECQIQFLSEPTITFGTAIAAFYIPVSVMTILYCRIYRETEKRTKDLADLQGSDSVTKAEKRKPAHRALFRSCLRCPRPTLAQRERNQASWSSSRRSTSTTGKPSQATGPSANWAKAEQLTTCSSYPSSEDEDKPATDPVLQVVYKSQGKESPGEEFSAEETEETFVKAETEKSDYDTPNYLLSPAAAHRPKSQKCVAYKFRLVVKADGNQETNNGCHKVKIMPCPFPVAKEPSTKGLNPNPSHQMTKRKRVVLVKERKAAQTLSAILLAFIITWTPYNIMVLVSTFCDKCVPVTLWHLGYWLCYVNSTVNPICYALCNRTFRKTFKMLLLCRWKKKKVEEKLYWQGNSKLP
CHRM5 agonist: agonists of human muscarinic M5 receptor (CHRM5); activation, % at 3 µM; 0.19% of 360,000 active; AID 624037; CHO-K1 hM5 cells, Fluo-8 calcium fluorescence; 0% DMSO wells, 100% maximal acetylcholine response;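 active = activation above the run's mean over test compounds plus 3 SD, cut at about 23% in these data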;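 also: signal is peak over basal fluorescence ratio across the kinetic read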
CRFR2-BP ag: CRF-BP/CRF-R2 complex agonism; HEK293 CRF-R2/CRF-BP, calcium dye fluorescence (FLIPR); percent of saturating CRF peptide response; 0.46% of 350,000 active; activation, % at 13.2 µM; AID 588473;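 active = activation of at least 50%, plus an integration ratio under a set limit after plate pattern correction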;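 also: plate controls were neutral control wells without compound for no effect and CRF at EC100 for full effect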
CHRM5 PAM: positive allosteric modulators of human muscarinic M5 receptor | P08912 | AID 624038 | activation, % at 3 µM | 0.3% of 360,000 active | CHO-K1 hM5, Fluo-8 calcium, ACh EC20 PAM; 0% = ACh EC20, 100% = ACh EC100;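 active = activation above the run cutoff, the mean activation of all test compounds plus 3 SD, cut at about 18% in these data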
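System – CHO-K1 hM5 cells · Compound – 3 µM, single dose · Incubation – compound preincubation 140 s before EC20 acetylcholine addition · Technique – Fluo-8 calcium fluorescence · Measure – Max/basal fluorescence ratio as % of EC20–EC100 ACh window · Benchmarks – low control EC20 acetylcholine (0%), high control EC100 acetylcholine (100%) · Replication – singlicate, one well per test compound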
M1 PAM: potentiates human M1 receptor response to acetylcholine. P11229. CHO-K1 hM1, Fluo-8 calcium fluorescence, ACh EC20; 0% = ACh EC20, 100% = maximal ACh. activation, % at 3 µM. 0.088% of 360,000 active. AID 588819; in the data active = activation above about 19%, passing the limit was not always enough
CHRM4 agonist: agonists of human muscarinic M4 receptor (CHRM4) | 0.14% of 360,000 active | AID 624127 | CHO-K1 hM4/Gqi5, Fluo-8 calcium fluorescence; vehicle 0%, full acetylcholine response 100% | activation, % at 3 µM | P08173;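 active = activation above the run mean over all test wells plus 3 SD, cut at about 32% in these data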;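 also: peak over basal fluorescence ratio per well then scaled between controls; 0% = DMSO wells and 100% = acetylcholine at EC100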
M4 PAM: positive allosteric modulators of human muscarinic M4 receptor; CHO-K1 hM4/Gqi5, Fluo-8 calcium fluorescence, ACh EC20; 0% = ACh EC20, 100% = maximal ACh; activation, % at 3 µM; 0.4% of 360,000 active; AID 624126;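 active = activation above its plate's cutoff, the mean activation of sample wells plus 3 SD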; also: some results filed as inactive read as strong as hits
The depositor's hits bear a star; nt = no result given. Rows were taken by chance. Share with any hit: about 2.8%.

CHRM4 antagonist	CHRM5 PAM	CHRM5 agonist	CRFR2-BP ag	M1 PAM	CHRM1 antagonist	M5 antag	CHRM4 agonist	M4 PAM	Structure
2	-3	1	0.2	11	-12	14	1	11	COc1ccc(/C=C/C(=O)Nc2ccc(C(C)=O)cc2)cc1S(=O)(=O)N1CCOCC1
-17	7	-7	-1.5	13	-18	-5	1	6	COc1ccc(Cl)c(OC)c1C(=O)NC(=O)Nc1c(F)cc(F)cc1F
-15	-4	-4	0.7	14	1	-7	5	15	Cc1ccc(C(=O)NCC(=O)N/N=C/c2sccc2C)cc1[N+](=O)[O-]
2	3	-2	1.4	4	-3	3	5	7	Cc1ccccc1NC(=S)N(CCN(C)C)C(C)c1cccnc1 (centres undefined)
4	6	0	-1.7	-2	2	-8	-1	-8	CN(C)c1ccc(-c2nnn(Cc3ccccc3Br)n2)cc1
-1	1	-1	0.7	0	2	8	1	4	O=C(Cc1ccccc1)NCC(=O)N1CCCC1
-20	-3	-3	-1.7	9	-14	3	0	1	COc1ccc(CN(C)C(=O)CCCNC(=O)c2ccc(Cl)cc2)cc1
10	-4	-2	-0.5	1	-6	10	6	-2	CC(C)(C)c1ccc(S(=O)(=O)N2CCN(CC(=O)N3CC(=O)Nc4ccccc43)CC2)cc1
-3	5	-2	-1.8	12	-13	-2	2	6	CCCOP(=O)(c1ccc(N(C)C)cc1)C(O)c1cc(OC)c(OC)c(OC)c1 (centres undefined)
10	-1	3	4.1	-13	14	14	2	-1	CC(C)(C)n1ncc2c(=O)n(Cc3cccc(Cn4cnc5c(cnn5C(C)(C)C)c4=O)c3F)cnc21
10	-5	-2	4.9	2	3	0	0	-7	O=C1c2cccc3cccc(c23)C(=O)N1OS(=O)(=O)c1ccc(Cl)cc1
-16	3	-5	-5.0	8	-9	-8	-2	12	CCc1ccc(/C=N\NC(=O)c2ccc(Br)o2)s1
-9	8	0	-1.0	-2	5	-14	2	-7	Cc1ccc(C(=O)N2CCN(c3ccccc3)CC2)cc1C
-4	-2	-10	-1.0	7	-12	3	-1	8	O=C(CSc1nc2cccnc2n1Cc1ccccc1)NC1CCCCC1
-7	-3	-5	-1.0	6	-7	8	0	5	CCN(CC)c1ccc(/C=N/NS(=O)(=O)c2ccc(C)c([N+](=O)[O-])c2)cc1
-3	6	2	1.6	6	-6	-10	1	16	COc1ccccc1N1C(=O)c2cccc3c(C(=O)O)ccc(c23)C1=O
-6	-7	0	0.8	2	-19	3	0	3	CC(C(=O)Nc1ccc(N2CCOCC2)cc1)N1C(=O)c2ccccc2C1=O (centres undefined)
5	-4	-3	-2.6	3	6	2	8	-2	Cc1nc(-c2cccnc2)sc1C(=O)Nc1ccc(Cl)cc1
2	5	-3	2.8	4	-9	-5	1	10	Cc1nc(NC2CCCC2)sc1C(=O)N(C)C
-13	5	4	-1.1	1	-6	11	1	6	CCCN1CCC(=O)NC1=S

Random excerpt: three entries already listed, in no set order.
CHRM4 antagonist	CHRM5 PAM	CHRM5 agonist	CRFR2-BP ag	M1 PAM	CHRM1 antagonist	M5 antag	CHRM4 agonist	M4 PAM	Structure
-1	1	-1	0.7	0	2	8	1	4	O=C(Cc1ccccc1)NCC(=O)N1CCCC1
10	-1	3	4.1	-13	14	14	2	-1	CC(C)(C)n1ncc2c(=O)n(Cc3cccc(Cn4cnc5c(cnn5C(C)(C)C)c4=O)c3F)cnc21
2	-3	1	0.2	11	-12	14	1	11	COc1ccc(/C=C/C(=O)Nc2ccc(C(C)=O)cc2)cc1S(=O)(=O)N1CCOCC1

(cont.)
CHRM4 antagonist	CHRM5 PAM	CHRM5 agonist	CRFR2-BP ag	M1 PAM	CHRM1 antagonist	M5 antag	CHRM4 agonist	M4 PAM	Structure
-1	-8	-2	-1.9	1	6	21	1	6	CCN(CC)C(=O)CC(c1ccc(N(C)C)cc1)c1c(O)cc(OC)cc1OC (centres undefined)
4	6	6	-0.1	3	-2	-15	0	-2	NC(=O)CSc1nc2ccccc2c(=O)n1Cc1ccccc1
10	-4	-11	0.0	-7	2	10	0	-9	O=C1CSC(c2ccc([N+](=O)[O-])cc2)N1C1CCCCC1 (centres undefined)
-3	-6	-6	-0.7	-6	-2	3	1	1	COC(=O)/C(C#N)=C/c1occc1C
4	-4	-1	1.5	10	-13	6	5	1	CCN(C(=O)COC(=O)CSc1ccc(F)cc1)c1c(N)n(Cc2ccccc2)c(=O)[nH]c1=O
-11	-3	-2	0.4	-5	10	-4	1	3	O=[N+]([O-])c1ccc(N2CCN(c3nc(-c4ccc(Cl)cc4)cs3)CC2)cc1
8	1	0	-0.5	2	-4	-1	0	-5	Cc1ccc(C(=O)O/N=C/c2ccc3c(c2)OCO3)cc1
-1	0	-6	-0.8	0	-4	-1	3	-1	CC(C)COc1ccc(Cc2cnc(N)nc2N)cc1
4	1	2	-0.9	5	-33	-8	1	-3	O=C(O)C(S)C(S)C(=O)O (centres undefined)
-5	-6	-3	0.0	6	-9	7	4	1	CCN(CC)C(=O)CSc1nnc(SCc2ccc(Cl)cc2)s1
2	-14	-2	-1.2	-4	10	17	13	-5	O=C(OCC(=O)c1cccc2ccccc12)c1ccc(CO)cc1
-19	-4	-1	3.1	9	-22	-1	1	5	COc1ccc(-c2nnc(SCC(=O)N3CCOCC3)o2)cc1OC
4	1	-3	0.6	6	2	4	2	1	Cc1onc(-c2ccccc2)c1C(=O)N1CCN(S(=O)(=O)c2ccccc2Br)CC1
10	2	-2	-1.6	7	-6	0	0	8	CCC(CC)c1nnc(NC(=O)c2ccc(S(=O)(=O)N3CCc4ccccc4C3)cc2)s1
-1	-9	-2	-0.5	1	4	18	1	5	Cc1cc(NC(=O)CSc2nc(N)c(NC(=O)c3ccco3)c(=O)[nH]2)no1
-24	5	-3	-5.4	6	-13	-8	1	9	Cc1ccc(-n2nnc3c(=O)n(CC(=O)NCc4ccccc4)cnc32)cc1
1	-4	-3	-1.8	1	-4	4	3	1	COc1ccccc1NC(=O)N(Cc1ccco1)Cc1cc2cc(C)cc(C)c2[nH]c1=O
-7	0	-2	0.2	2	-4	-1	0	0	CCCN1CCN(CCCNC(=O)c2cc3c(=O)n(C)c4ccccc4c3n2C)CC1
-17	9	2	nt	nt	nt	-4	0	6	CC[C@@H]1Cc2[nH][nH]c(=O)c2[C@H](c2ccc(Cl)cc2)O1
5	2	-5	6.1	-2	17	-4	1	-1	Cc1ccc(C)c2nc(N3CCCC3)c(C#N)cc12

Of the compounds above, these have bromine:
CHRM4 antagonist	CHRM5 PAM	CHRM5 agonist	CRFR2-BP ag	M1 PAM	CHRM1 antagonist	M5 antag	CHRM4 agonist	M4 PAM	Structure
4	6	0	-1.7	-2	2	-8	-1	-8	CN(C)c1ccc(-c2nnn(Cc3ccccc3Br)n2)cc1
-16	3	-5	-5.0	8	-9	-8	-2	12	CCc1ccc(/C=N\NC(=O)c2ccc(Br)o2)s1
4	1	-3	0.6	6	2	4	2	1	Cc1onc(-c2ccccc2)c1C(=O)N1CCN(S(=O)(=O)c2ccccc2Br)CC1

(next part)
CHRM4 antagonist	CHRM5 PAM	CHRM5 agonist	CRFR2-BP ag	M1 PAM	CHRM1 antagonist	M5 antag	CHRM4 agonist	M4 PAM	Structure
4	-1	-2	-1.1	6	-6	10	2	-10	CCCn1c(SCC(=O)Nc2ccccc2OC)nnc1-c1ccco1
0	-1	0	-3.4	3	-3	-5	1	1	O=C(c1ccncc1)N1CCN(C(=O)c2cccc3ccccc23)CC1
-11	-2	6	0.5	6	-11	-9	8	-2	CC(=O)OC(/C(O)=C(\C#N)c1nc2ccccc2[nH]1)c1ccccc1 (centres undefined)
-2	5	-6	-2.5	-5	13	2	1	5	CCCCCN(C(=O)CCC(=O)OCc1ccc(C(C)C)cc1)c1c(N)n(CCCC)c(=O)[nH]c1=O
-1	1	-4	-0.1	2	3	0	-1	-1	CCOC(=O)c1c(NC(=O)CCC(=O)NCc2ccco2)sc2c1CCCC2
7	3	-2	0.0	4	0	8	1	15	COC(=O)C(C(=O)Nc1nc2ccccc2s1)C1CCCC1 (centres undefined)
10	-16	3	-0.7	-8	-9	17	1	-2	O=C(O)CCn1c(SCc2ccccc2)nc2ccccc21
0	4	0	nt	12	-13	-2	0	5	Cc1ccc(S(=O)(=O)NC(=O)C2(C)CCN2C(=O)CC2CCCCC2)nc1 (centres undefined)
-1	4	3	-5.2	0	1	8	-2	3	CCOC(=O)c1csc(COc2ccccc2Cl)n1
-8	1	-9	62*	9	-32	0	0	-6	COc1cc(OC)cc(C(=O)N/N=C/c2ccc(OC)c(COc3ccc(F)cc3)c2)c1
-6	9	0	-0.4	11	-22	-5	1	6	COc1cccc(C2CC(=O)NC(SC)=C2C#N)c1 (centres undefined)
3	-4	6	-1.4	-5	5	3	13	-7	COc1cc(CNCc2ccccn2)ccc1OCc1cccc(Cl)c1
-3	5	-4	0.4	5	-5	-4	10	2	Cc1ccnc(NC(=O)CCC2CCCCC2)c1
5	-11	0	5.5	-4	11	15	5	-8	Cc1ccccc1NC(=O)c1cc(C(=O)c2cc(Cl)ccc2O)cn(-c2ccccc2C)c1=O
3	0	3	nt	-4	-8	5	0	3	O=C(/C=C/[C@H]1O[C@@H](n2ccc(=O)[nH]c2=O)[C@H](O)[C@@H]1O)NCCc1c[nH]c2ccccc12
-23	-7	-2	2.5	-4	-1	8	22	5	O=C1CC2(CCN(C(=O)C(=O)c3c[nH]c4ccccc34)CC2)Oc2ccccc21
0	7	2	4.0	9	-5	-3	1	3	Cc1ccc(N2C(=O)c3ccc(C(=O)N4CCN(c5ccc(C)c(C)c5)CC4)cc3C2=O)cc1
4	0	1	-1.1	1	5	10	1	-6	Cc1cc(C(=O)COC(=O)CNC(=O)c2ccccc2)c(C)n1CC1CCCO1 (centres undefined)
-3	-1	-1	1.5	7	-3	-1	-1	2	Nc1ccccc1C(=O)NNc1ncc(C(F)(F)F)cc1Cl
1	-2	-2	5.5	-4	15	6	3	0	Cc1noc(/C=C/N(C)C)c1S(=O)(=O)N(C)Cc1ccc(F)cc1
-13	-3	1	nt	10	-18	-1	10	-1	Cc1c(C(=O)NCc2cccc(Cl)c2)sc(=O)n1Cc1cccc(F)c1

Part of the list above, reduced to M5 antag and CHRM5 PAM.
| Structure | M5 antag | CHRM5 PAM |
| --- | --- | --- |
| Cc1c(C(=O)NCc2cccc(Cl)c2)sc(=O)n1Cc1cccc(F)c1 | -1 | -3 |
| CCCn1c(SCC(=O)Nc2ccccc2OC)nnc1-c1ccco1 | 10 | -1 |
